BoNT-F LC inh: inhibitors of Botulinum neurotoxin F light chain protease | Multiplex microsphere protease cleavage assay, flow cytometry | inhibition, % at 10 µM | 360,000 tested, 0.22% active | AID 588497; in the data active = inhibition above about 35%, passing the limit was not always enough; inconclusive = no clear call, values can overlap the other calls; note: plate controls were buffer without enzyme for full effect and enzyme alone for no effect
MazEF act: increases E. coli MazEF RNase cleavage of RNA; 350,000 tested, 0.32% active; FAM/BHQ RNA-DNA oligo cleavage fluorescence, 5 h; P0AE70; activation, % at 20 µM; in the data active = activation above about 50%
Target sequence (P0AE70 whole entry, looked up): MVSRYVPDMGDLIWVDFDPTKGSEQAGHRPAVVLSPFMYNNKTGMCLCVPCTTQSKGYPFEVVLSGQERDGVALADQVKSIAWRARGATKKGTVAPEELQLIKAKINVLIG
CCHF vOTU inh: CCHFV vOTU protease inhibition. inhibition, % at 11.5 µM. 370,000 tested, 0.55% active. Pep-AMC fluorescence. AID 651958; in the data active = inhibition above about 30%; note: 0% = vehicle wells with enzyme and 100% = no enzyme wells
SARS 3CLpro inh: SARS-CoV 3CLpro protease inhibition | AID 1706 | 290,000 tested, 0.14% active | recombinant SARS-CoV 3CLpro, quenched FRET peptide cleavage | inhibition, % at 6 µM; in the data active = inhibition above about 12%
SSB-PriA inh: inhibitors of Klebsiella pneumoniae PriA binding to SSB C-terminal tail; AlphaScreen SSBct-PriA binding, biotinylated peptide; inhibition, % at 33 µM; 430,000 tested, 0.6% active; AID 1272365; in the data active = inhibition mostly above about 37%, no sharp cut-off; inactive = mostly below about 20%;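 note: plate controls were negative control peptide for no effect and reference peptide for full effect; strong numbers were not always called active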
PrPC surface inh: reduces human prion protein on the cell surface. inhibition, % at 13.8 µM. cell surface PrPC, TR-FRET read-out. 370,000 tested, 0.43% active; in the data active = inhibition above about 24%; note: 0% = median of the test wells and 100% = reference compound wells
Rv3671c protease: Rv3671c (M. tuberculosis) protease inhibition; inhibition, % at 5.96 µM; 320,000 tested, 0.048% active; AID 2606; in the data active = inhibition above about 38%;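 note: extracellular domain of Rv3671c used as enzyme; 0% = enzyme with DMSO and 100% = no enzyme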
Target sequence (P9WHR9 whole entry, looked up, the tested form may be a part): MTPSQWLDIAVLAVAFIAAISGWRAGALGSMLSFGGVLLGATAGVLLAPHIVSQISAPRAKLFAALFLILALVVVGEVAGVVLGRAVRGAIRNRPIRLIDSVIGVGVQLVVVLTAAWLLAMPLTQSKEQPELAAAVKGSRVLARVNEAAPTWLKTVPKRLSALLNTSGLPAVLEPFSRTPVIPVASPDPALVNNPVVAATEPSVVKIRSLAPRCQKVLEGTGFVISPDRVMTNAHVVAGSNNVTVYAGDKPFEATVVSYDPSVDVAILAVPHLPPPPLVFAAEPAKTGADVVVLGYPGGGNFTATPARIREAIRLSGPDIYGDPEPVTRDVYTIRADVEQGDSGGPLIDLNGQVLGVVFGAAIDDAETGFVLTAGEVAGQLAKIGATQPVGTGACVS
Anthrax LF inh2: anthrax lethal factor protease inhibition. inhibition, % at 10 µM. 360,000 tested, 0.12% active. P15917. multiplex microsphere protease cleavage assay, LF; note: plate controls were buffer without enzyme for full effect and enzyme alone for no effect
BoNT-A LC inh2: BoNT A light chain protease inhibition; multiplex microsphere protease substrate cleavage, flow cytometry; inhibition, % at 10 µM; 360,000 tested, 0.17% active; AID 588499; note: plate controls were buffer without enzyme for full effect and enzyme alone for no effect
VHR inh abs: inhibitors of human VHR1 phosphatase (DUSP3); recombinant VHR phosphatase, pNPP absorbance; inhibition, % at 13.3 µM; 290,000 tested, 0.52% active; AID 1654; P51452; in the data active = inhibition above about 50%; note: some compounds called inactive have numbers as strong as hits
Target sequence (P51452 whole entry, looked up): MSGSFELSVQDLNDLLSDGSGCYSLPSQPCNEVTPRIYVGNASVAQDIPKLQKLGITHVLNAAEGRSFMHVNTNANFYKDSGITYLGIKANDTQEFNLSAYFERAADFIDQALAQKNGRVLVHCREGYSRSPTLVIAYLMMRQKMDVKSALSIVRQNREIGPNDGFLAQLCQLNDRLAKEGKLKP
The depositor's hits bear a star; ? = inconclusive; / = not tested or not shown; & = joins results of further samples. Cut-off read from the data, not from the text of the source, unless noted: active = inhibition above about 30%; inconclusive = no clear call, values can overlap the other calls; inactive = below that. The list is partial; rates above refer to the full screens.

SMILES | BoNT-F LC inh | MazEF act | CCHF vOTU inh | SARS 3CLpro inh | SSB-PriA inh | PrPC surface inh | Rv3671c protease | Anthrax LF inh2 | BoNT-A LC inh2 | VHR inh abs
Cc1ccc(N(C(=O)c2ccc(S(=O)(=O)N3CCOCC3)cc2)C2C=CS(=O)(=O)C2)cc1 (configuration not stated) | -9 | -1 | -6 | 2 | -1 | 8 | -5 | 1 | -0.5 | -13
COc1ccc(CNCC(O)(c2ccccc2)c2ccccc2)cc1OC | -5 | 5 | 15 | 2 | -2 | 11 | 4 | -2 | 0.2 | 20
C=CCn1c(SCn2nnc3ccccc3c2=O)nnc1C1CCCCC1 | -12 | 4 | 8 | 1 | -2 | -3 | -3 | -1 | -0.1 | -4
C/C(=N/NC(=O)c1ccccn1)c1ccco1 | 3 | 4 | 2 | 0 | / | -7 | 1 | -6 | 0.2 | 30
O=C(NC(=O)N1CCN(C(c2ccccc2)c2ccccc2)CC1)c1ccccc1 | -6 | 5 | 12 | 0 | 7 | -3 | -7 | -2 | -0.7 | 15
N#Cc1ccccc1OCC(=O)Nc1ccc(S(=O)(=O)N2CCOCC2)cc1 | -9 | 6 | 9 | / | -13 | 4 | -7 | 4 | -0.9 | /
CNC(=S)N1N=C(c2ccccc2)CC1c1ccccc1Cl (configuration not stated) | -6 | 6 | 4 | -5 | 10 | 8 | -2 | -14 | -0.1 | 22
O=C(CN1CCN(Cc2ccc(F)cc2Cl)C1=O)NCCc1ccccc1 | -5 | -3 | 17 | -1 | -6 | 4 | 2 | -2 | -0.3 | 19
CC(=O)c1cccc(Nc2c3c(nc4ccccc24)CCC3)c1 | ? | 11 | 4 | 3 | -6 | 18 | 7 | -2 | -1.1 | -13
O=C(c1ccccc1)c1ccc2c(c1)OCCCO2 | / | 1 | 18 | 1 | -8 | 4 | 5 | / | / | 28
CC(C)C(NC(=O)c1ccccc1NC(=O)c1ccccc1)C(=O)NNC(=O)c1ccncc1 (configuration not stated) | -22 | 4 | 2 | 6 | -7 | -1 | -6 | -9 | -12 | -8
COc1ccc(C(=O)CNc2ccccc2Br)cc1 | 5 | -2 | 0 | -2 | -4 | -2 | -4 | -2 | -1.2 | -15
O=c1cc(CN2CCN(c3ccccc3F)CC2)c2c(ccc3ccccc32)o1 | -7 | / | -1 | / | / | 1 | / | -10 | -0.2 | /
Cc1cccc(OCC(=O)Nc2ccc3c(c2)nc2n3CCOC2)c1 | -11 | 3 | 11 | 2 | 3 | -1 | -6 | -2 | -2.4 | 31
COc1ccc(-c2csc(NC(=O)c3ccc(S(=O)(=O)N4CCc5ccccc5C4)cc3)n2)cc1 | -17 | -1 | -14 | -1 | 7 | 0 | -63 | 3 | -0.9 | 6

Additional entries follow:
SMILES | BoNT-F LC inh | MazEF act | CCHF vOTU inh | SARS 3CLpro inh | SSB-PriA inh | PrPC surface inh | Rv3671c protease | Anthrax LF inh2 | BoNT-A LC inh2 | VHR inh abs
COc1cc(C(=O)NC(=S)Nc2csc(-c3ccc(F)cc3)n2)cc(OC)c1OC | 12 | -6 | 14 | 3 | -14 | 4 | 5 | -3 | 0.7 | 3
Cc1ccc(N2C(=O)C3C4C=CC(CC4)C3C2=O)cc1Br (configuration not stated) | 12 | 6 | -5 | 2 | -10 | -2 | -2 | -6 | -1.3 | 28
Cc1cc(C)cc(OCCNC(=O)CCc2ccccc2)c1 | -12 | -3 | 0 | 0 | -17&-17&-16 | -2 | -3 | 12 | -0.7 | -12
CCCN(CCC(=O)Nc1ccccc1F)CC1CC1 | 0 | -7 | 13 | 0 | -1 | 1 | -14 | -1 | -0.6 | 28
NNC(=O)c1ccc2c(c1)S(=O)(=O)NNC2=O | -1 | 6 | 8 | 2 | 3 | -9 | -2 | -4 | -0.5 | 11
c1ccc(-c2ccccc2OCCN2CCCCC2)cc1 | 8 | 6 | -16 | 1 | 6 | 2 | 1 | 2 | 0.6 | -10
CCCc1nnc(SCC(=O)N2CCCCC2C)n1CC (configuration not stated) | -1 | 7 | -20 | -2 | -16 | -8 | 5 | 3 | -0.1 | 40
CCN1CCCC1CN(Cc1cc2cc(C)cc(C)c2[nH]c1=O)C(=O)Nc1ccccc1OC (configuration not stated) | / | -10 | -2 | / | 11 | -4 | 6 | / | / | -10
COC(=O)Cc1c(C(=O)OC)nnn1-c1ccc(OC)cc1 | -2 | -7 | 1 | 2 | -4 | -9 | 7 | -1 | -0.3 | 1
Cc1ccnc(NC(=O)c2cc3ccccc3oc2=O)c1 | -6 | 7 | -12 | -2 | -3 | -5 | -14 | 0 | -0.3 | 24
CCCCNC(=O)c1ccc2c(c1)S(=O)(=O)c1ccccc1C2=O | / | 7 | 10 | -2 | 0 | -48 | / | / | / | 18
CCNc1nc(C23CC4CC(CC(C4)C2)C3)cs1 | -5 | -2 | -6 | 0 | -11 | 1 | -5 | -13 | -1.6 | -13
O=C(NCc1ccccc1)c1cc2nc(C3CC3)cc(C(F)(F)F)n2n1 | -2 | 4 | -10 | 1 | -18 | -3 | 3 | 0 | 1.1 | 17
CC(OC(=O)c1cc2ccccc2[nH]1)C(=O)N(C)c1ccccc1 (configuration not stated) | 3 | -2 | 7 | / | -12 | -4 | -2 | -6 | -0.5 | /
OC(COc1ccccc1)CN1CCN(c2ncccn2)CC1 (configuration not stated) | 8 | 1 | 2 | -1 | -9 | -2 | 1 | 1 | 1.4 | 20

Of the compounds above, these contain bromine:
SMILES | BoNT-F LC inh | MazEF act | CCHF vOTU inh | SARS 3CLpro inh | SSB-PriA inh | PrPC surface inh | Rv3671c protease | Anthrax LF inh2 | BoNT-A LC inh2 | VHR inh abs
COc1ccc(C(=O)CNc2ccccc2Br)cc1 | 5 | -2 | 0 | -2 | -4 | -2 | -4 | -2 | -1.2 | -15
Cc1ccc(N2C(=O)C3C4C=CC(CC4)C3C2=O)cc1Br (configuration not stated) | 12 | 6 | -5 | 2 | -10 | -2 | -2 | -6 | -1.3 | 28

Other records follow.
SMILES | BoNT-F LC inh | MazEF act | CCHF vOTU inh | SARS 3CLpro inh | SSB-PriA inh | PrPC surface inh | Rv3671c protease | Anthrax LF inh2 | BoNT-A LC inh2 | VHR inh abs
COC(CN(C(=O)CCl)C(C(=O)NC1CCCCC1)c1ccc(Cl)cc1)OC (configuration not stated) | -2 | -1 | 8 | -2 | 0 | 5 | 0 | 0 | 0.8 | 7
O=C1C2CC=CCC2C(=O)N1c1ncn[nH]1 (configuration not stated) | 2 | 5 | -1 | -3 | -4 | -4 | 5 | -3 | -0.5 | 13
CCCCn1c(N)nc2ccccc21 | -6 | 0 | -15 | 3 | -9 | -1 | 5 | -2 | -0.7 | 16
Cc1ccc(OCC(=O)Nc2ccc(NC(=O)c3ccco3)cc2)c(C)c1 | -18 | -18 | 3 | -1 | -1 | 2 | -8 | -4 | -1.5 | -8
CS(=O)(=O)c1cnc(-c2ccccc2)nc1-c1ccccc1Cl | -2 | 5 | 5 | 0 | -21 | -1 | 9 | -3 | -0.7 | 8
O=S1(=O)CCOC[C@H](Cc2ccccc2)N1Cc1cccc(C(F)(F)F)c1 | 0 | 2 | 12 | / | -22 | 1 | -5 | 2 | -0.1 | /
O=C(CCN1C(=O)/C(=C/c2ccccc2F)SC1=S)NCCc1ccc(O)cc1 | -10 | 12 | -5 | 2 | -5 | 6 | -11 | 1 | -1.6 | 7
CCC(C)(C)NC(=O)c1ccc2c(c1)N(CC(=O)N1CCCC1)C(=O)C(C)(C)O2 | ? | -2 | -6 | -2 | -6 | 1 | 3 | 11 | -1.7 | -4
COC(=O)Cc1ccc(NC(=S)N2CCCC(C)C2)cc1 (configuration not stated) | -1 | 1 | -21 | 0 | -3 | 1 | 4 | -2 | -0.3 | -5
COc1cccc(-c2csc3ncnc(Sc4nnnn4C)c23)c1 | 1 | -22 | 6 | / | 4 | 0 | -10 | -2 | 0.1 | /
COc1ccc(NS(=O)(=O)c2cc(NC(=O)c3cccnc3Cl)ccc2N2CCCC2)cc1 | -8 | 4 | 9 | 0 | 4 | 6 | 6 | 2 | -0.4 | -13
COc1cc(CNC[C@H]2O[C@@H](n3ccc(N)nc3=O)[C@H](O)[C@@H]2O)ccc1OCc1ccc(C)cc1 | -7 | 9 | -2 | / | / | -5 | / | -1 | -0.3 | /
CCN(C(=O)CN1CCCCC1)C1(C)C(=O)c2ccccc2C1=O | 0 | 2 | -7 | 2 | -5 | 4 | 1 | -2 | 0.1 | 1
CCOC(=O)c1ccc(Cl)c(NC(=O)c2ccc(-c3ccccc3)cc2)c1 | 1 | 2 | -12 | -2 | -14 | -7 | -13 | -1 | -0.7 | 30
COc1ccc(CN2C(=O)c3cccnc3C2Nc2cc(Cl)c(OC)cc2OC)cc1 (configuration not stated) | -29 | 6 | -15 | 1 | 9 | -1 | 3 | -6 | -2.1 | 16

New compounds follow
SMILES | BoNT-F LC inh | MazEF act | CCHF vOTU inh | SARS 3CLpro inh | SSB-PriA inh | PrPC surface inh | Rv3671c protease | Anthrax LF inh2 | BoNT-A LC inh2 | VHR inh abs
COc1ccc(-c2c(C#N)sc(C(N)=O)c2-c2ccc(OC)cc2)cc1 | -8 | 5 | 8 | 7 | -2 | 9 | 2 | -2 | -0.5 | -9
CCC1CC2(C)NC(=O)c3c(sc4c3CC(C)(C)OC4)N2C1=O (configuration not stated) | -14 | 9 | -10 | 1 | 2 | 2 | / | -2 | -0.7 | 14
COc1ccc(S(=O)(=O)N(C)CC(=O)NCCc2ccccc2)cc1OC | 2 | 5 | -8 | 2 | -4 | -5 | 1 | 4 | -2.7 | 24
CCN1C(=O)[C@H]2[C@@H](c3ccc(-c4ccccc4)cc3)N[C@@](C)(C(=O)OC)[C@H]2C1=O | 10 | 1 | 14 | / | -2 | 1 | 4 | 0 | -0.5 | /
Cc1ccc(-c2nnn(CC(=O)N(CC(=O)NC3CCCC3)c3cccc(F)c3)n2)o1 | -1 | 4 | 1 | 0 | 1 | -1 | 0 | -2 | -1.0 | -19
COc1ccccc1[C@@H]1C(c2ccccc2)=NN(c2ccccc2)[C@H]1C(=O)N1CCOC1=O | 0 | -1 | -47 | / | -53 | -3 | / | -2 | 0.0 | /
COc1cc2c3nc4n(c(=O)c3n(CC(=O)NCC3CCCO3)c2cc1OC)CCS4 (configuration not stated) | -3 | 12 | -9 | 5 | -12 | 9 | 8 | -7 | -1.7 | -2
Cc1ccc(S(=O)(=O)NCCCC(=O)N2CCC(C)CC2)cc1 | ? | 3 | -14 | 1 | -7 | 10 | 1 | -1 | -0.6 | 10
Cn1ncc2c(NNC(=O)c3ccc(Cl)cc3Cl)ncnc21 | -5 | 1 | -10 | -2 | -10 | -3 | -14 | -1 | -0.1 | 16
CN(C)C(=O)C(=O)c1cccn1-c1cccc(Cl)c1C#N | -1 | 2 | 4 | 0 | 4 | -2 | 1 | 0 | -0.4 | 17
O=C(NCc1ccco1)c1cccc2c1C(=O)N(C1CCCCC1)C2 | 5 | 3 | 1 | 2 | -25 | 0 | -5 | -2 | 0.3 | 22
CC1(C)CC(=O)C2=C(C1)OC(N)=C(C#N)C2C1C=CCCC1 (configuration not stated) | -12 | 1 | 14 | -2 | -4 | 2 | -2 | 0 | -0.7 | -17
O=c1cc(-c2ccc(Cl)c(Cl)c2)[nH][nH]1 | 6 | -25 | 21 | 4 | -5 | 0 | -57 | -4 | -0.6 | 7
CC(C)CCNC(=O)C1CCC(CNc2c(N3CCC(C)CC3)c(=O)c2=O)CC1 (configuration not stated) | 4 | 9 | -1 | 0 | 2 | 3 | -2 | 1 | 0.5 | 12
CC(=O)c1ccc(N2CCN(c3ccc(S(=O)(=O)NCCCN(C)C)cc3[N+](=O)[O-])CC2)cc1 | -9 | 13 | 15 | -2 | 16 | -17 | 10 | -4 | -0.8 | 9
CCN(Cc1ccccc1)c1ccc(N=Nc2nn(C)c(C)c2[N+](=O)[O-])cc1 | -11 | 2 | 1 | 3 | 28 | -6 | 10 | -3 | -0.4 | -2

Source: PubChem BioAssay
